Bioassay records as filed in PubChem BioAssay.
pPAFAH FP inh: pPAFAH enzyme inhibitors, primary screen, biochemical, fluorescence polarization, human | recombinant pPAFAH, FP-rhodamine probe fluorescence polarization | inhibition, % at 3.39 µM | hit rate 1.5% among 330,000 | AID 463082, 2010;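 active = inhibition above the mean inhibition across the screen plus 3 SD, cut at about 25% in these data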;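 also: inhibitors block binding of the rhodamine activity-based probe so polarization drops; 0% = enzyme with DMSO and 100% = wells lacking pPAFAH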
Target sequence (Q13093 whole entry, looked up): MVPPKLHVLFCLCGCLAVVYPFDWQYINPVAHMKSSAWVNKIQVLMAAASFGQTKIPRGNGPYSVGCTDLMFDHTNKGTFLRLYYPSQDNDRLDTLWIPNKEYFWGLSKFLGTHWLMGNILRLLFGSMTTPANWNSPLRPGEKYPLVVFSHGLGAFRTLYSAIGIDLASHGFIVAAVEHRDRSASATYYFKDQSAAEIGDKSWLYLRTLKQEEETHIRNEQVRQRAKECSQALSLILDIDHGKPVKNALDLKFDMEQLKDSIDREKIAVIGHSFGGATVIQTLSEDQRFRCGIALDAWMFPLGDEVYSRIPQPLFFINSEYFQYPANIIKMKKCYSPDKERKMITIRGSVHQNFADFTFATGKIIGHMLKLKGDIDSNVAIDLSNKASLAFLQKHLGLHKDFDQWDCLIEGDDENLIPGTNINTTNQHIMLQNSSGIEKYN
PAFAH1B3 FP inh: PAFAH1B3 enzyme inhibitors, primary screen, biochemical, fluorescence polarization, human; recombinant PAFAH1B3, FP-rhodamine probe; AID 492972, 2010; hit rate 0.28% among 340,000; inhibition, % at 3.39 µM; Platelet-activating factor acetylhydrolase IB subunit alpha1 (Homo sapiens), Q15102;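 active = inhibition above the screen-wide average of all tested compounds plus 3 SD, cut at about 25% in these data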;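 also: 0% = enzyme with DMSO only and 100% = wells lacking PAFAH1B3 protein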
Target sequence (Q15102 whole entry, looked up): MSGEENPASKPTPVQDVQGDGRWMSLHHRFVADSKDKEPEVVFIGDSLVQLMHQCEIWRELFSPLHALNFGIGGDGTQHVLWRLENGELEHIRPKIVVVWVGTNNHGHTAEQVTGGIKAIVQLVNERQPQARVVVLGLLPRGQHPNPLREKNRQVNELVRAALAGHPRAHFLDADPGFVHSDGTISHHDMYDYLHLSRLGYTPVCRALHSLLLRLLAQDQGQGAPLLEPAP
PAFAH2 FP inh: PAFAH2 enzyme inhibitors, primary screen, biochemical, fluorescence polarization, human. inhibition, % at 3.39 µM. Platelet-activating factor acetylhydrolase 2, cytoplasmic (Homo sapiens), Q99487. hit rate 0.99% among 340,000. recombinant PAFAH2, FP-rhodamine activity probe;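 active = inhibition above the mean over all tested compounds plus 3 SD, cut at about 30% in these data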;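 also: inhibitors block probe labeling of enzyme so polarization drops; 0% = enzyme with DMSO and 100% = wells lacking PAFAH2 protein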
PREPL inhibitor: PREPL enzyme inhibitors, primary screen, biochemical, fluorescence polarization. Prolyl endopeptidase-like (Homo sapiens), Q4J6C6. recombinant PREPL, fluorescence polarization activity-based probe. inhibition, % at 5.96 µM. hit rate 0.68% among 320,000. AID 2751, 2010; in the data active = inhibition above about 43%;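 also: 0% = enzyme with DMSO and 100% = wells lacking enzyme; many of its hits are not listed in these tables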
PAD4 inh: human PAD4 inhibitors, primary screen, biochemical, fluorescence polarization, 1536-well format. Protein-arginine deiminase type-4 (Homo sapiens), Q9UM07. recombinant PAD4, RCA probe fluorescence polarization. inhibition, % at 6.36 µM. hit rate 0.41% among 330,000. AID 485272, 2010;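 active = percent inhibition above a cutoff equal to the mean of all tested compounds plus 3 SD, cut at about 15% in these data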;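 also: 0% = PAD4 with RCA probe and DMSO and 100% = probe without PAD4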
LYPLA2 inh: LYPLA2 inhibitors, primary screen, counter-screen for PME1 inhibitor project, biochemical, fluorescence polarization, FP-Rh probe ABPP; Acyl-protein thioesterase 2 (Homo sapiens), O95372; recombinant LYPLA2; inhibition, % at 5.9 µM; hit rate 0.38% among 320,000; AID 2177, 2009;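 active = inhibition above the screen-wide mean plus 3 SD, limit set per campaign, cut at about 26% in these data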;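 also: 0% = LYPLA2 with DMSO and 100% = wells lacking LYPLA2 enzyme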
PAFAH1B2 FP inh: PAFAH1B2 enzyme inhibitors, primary screen, biochemical, fluorescence polarization, human; AID 492953, 2010; recombinant PAFAH1B2, FP-rhodamine activity probe; hit rate 1.2% among 340,000; inhibition, % at 3.39 µM;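 active = inhibition above the mean of all tested compounds plus 3 SD, cut at about 24% in these data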;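 also: 0% = enzyme with DMSO and 100% = wells lacking PAFAH1B2; many of its hits are not listed in these tables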
Target sequence (P68402 whole entry, looked up): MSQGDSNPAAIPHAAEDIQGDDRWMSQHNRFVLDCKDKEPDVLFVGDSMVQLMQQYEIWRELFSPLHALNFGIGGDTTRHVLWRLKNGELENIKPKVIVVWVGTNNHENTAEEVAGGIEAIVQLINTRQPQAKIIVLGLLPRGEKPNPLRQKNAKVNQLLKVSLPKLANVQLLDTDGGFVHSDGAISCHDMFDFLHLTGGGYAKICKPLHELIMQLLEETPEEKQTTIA
LYPLA1 inh: LYPLA1 inhibitors, primary screen, counter-screen for PME1 inhibitor project, biochemical, fluorescence polarization, FP-Rh probe ABPP; Acyl-protein thioesterase 1 (Homo sapiens), O75608; recombinant LYPLA1; inhibition, % at 5.9 µM; hit rate 0.16% among 320,000;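 active = inhibition above the mean of all tested compounds plus 3 SD, set per campaign, cut at about 14% in these data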;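 also: inhibitors block serine hydrolase probe labeling of LYPLA1 so polarization falls; 0% = enzyme with DMSO and 100% = wells lacking LYPLA1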
GSTO1 inh: inhibitors of recombinant GSTO1, primary screen, counter-screen for RBBP9 inhibitor project, biochemical, fluorescence polarization | activity-based probe fluorescence polarization | AID 1974, 2009 | hit rate 1.1% among 300,000 | inhibition, % at 5.96 µM | Glutathione S-transferase omega-1 (Homo sapiens), P78417;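 active = inhibition above the campaign mean inhibition plus 3 SD, cut at about 35% in these data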;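 also: 0% = GSTO1-1 with DMSO and 100% = wells lacking GSTO1-1 enzyme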
An asterisk follows results filed as active; . = no result given.

SMILES	pPAFAH FP inh	PAFAH1B3 FP inh	PAFAH2 FP inh	PREPL inhibitor	PAD4 inh	LYPLA2 inh	PAFAH1B2 FP inh	LYPLA1 inh	GSTO1 inh
COc1ccc(CCNC(=O)CSc2nc(O)c(CCC(C)C)c(=O)[nH]2)cc1OC	0	9	-3	4	2	2	-2	4	12
CN1C(=O)CC(N2CCC(c3nc4ccccc4s3)CC2)C1=O (centres undefined)	-2	2	0	18	2	-1	3	-1	8
CCN(C[C@H]1N[C@@](Cc2ccccc2)(C(=O)OC)[C@H]2C(=O)N(Cc3ccccc3)C(=O)[C@@H]12)C(=O)Nc1ccc(Cl)cc1	0	1	-11	-4	-2	.	9	.	.
C=CCc1ccc(OCCOCCNCCOC)c(OC)c1	4	7	-1	21	-1	0	-3	-1	-2
N/C(=N\OC(=O)c1ccc2c(c1)OCO2)c1cccnc1	7	4	4	2	1	2	4	-3	0
CCCCCOc1ccc(CN2CCOCC2)cc1Cl	15	7	-7	11	0	5	4	2	-8
COC(=O)NCC(c1ccc2c(c1)OCO2)N1CCN(c2ccccc2)CC1 (centres undefined)	7	1	8	10	-4	1	3	-4	-1
O=[N+]([O-])c1ccc(N2CCN(c3ccc(Cl)nn3)CC2)cc1NC1CC1	-3	5	-4	-11	4	-3	-2	-1	2
O=C(CSc1nc(=O)n(CCCN2CCOCC2)c2c1CCCC2)Nc1ccc(F)cc1	2	1	1	6	2	2	8	-1	-10
CCOc1ccccc1CNc1nc2ccccc2n1C	4	12	-13	11	-9	1	2	1	-1
O=C(C1CC(=O)N(c2ccccc2)C1)N1CCCCCC1 (centres undefined)	0	-1	2	5	0	5	2	1	-14
O=C(CN1CCOCC1)N1CCCc2ccccc21	0	8	-3	-3	0	0	2	-1	3
Cc1nc(N)sc1-c1nnc(SCC(=O)Nc2nccs2)n1C	-5	1	-5	15	0	-3	4	-3	1
O=C(O)CC(Cc1ccccc1)C(=O)Nc1ccc([N+](=O)[O-])cc1 (centres undefined)	2	3	-7	-1	0	0	4	-1	0
O=C(Nc1ccccc1C(=O)N1CCCC1)c1ncoc1-c1cccc(Cl)c1	4	-2	2	36	-1	-1	1	-1	3
O=C(O)CCC(=O)Nc1ccc(OCC2CCCO2)cc1 (centres undefined)	3	0	-1	4	-5	-1	3	-2	-2
Cc1ccc(CCC(=O)Nc2ccc(C)c(C)c2)o1	0	2	-1	9	-3	2	7	3	2
CC(C)CCNS(=O)(=O)c1cc2c3c(c1)CCN3C(=O)CC2	0	5	3	10	-1	5	7	-3	-2
CCn1c2ccc(F)cc2c2nc3ccccc3nc21	2	9	2	-6	-6	0	1	-1	0
O=C1CCCC2=C1C(c1ccc(O)cc1)c1c(ccc3ccccc13)N2 (centres undefined)	6	.	.	10	5	1	.	-3	2
CCCOc1ccc(C2C(C(=O)c3ccc(C)o3)=C(O)C(=O)N2Cc2ccco2)cc1OCC (centres undefined)	3	-4	4	9	0	2	-6	6	4
CCOc1ccc(N(C(C)C(=O)N/N=C(\C)C(C)(C)C)S(C)(=O)=O)cc1 (centres undefined)	5	-5	0	-3	-4	1	2	3	3
O=C(Nc1ccc(Br)cc1)c1csc(-c2ccncc2)n1	3	7	-1	-9	-2	-7	4	-23	-6
C=CCn1c2ccccc2c2nnc(SCC(=O)OCN3C(=O)c4ccccc4C3=O)nc21	4	7	-2	10	-2	9	0	2	28
O=C(NC1CCCCC1)C(c1ccc2ncccc2c1)N(Cc1ccccc1)C(=O)c1cccs1 (centres undefined)	-1	2	9	17	3	0	3	1	2
CCOC(=O)CC(=O)CSc1nc(C)cc(C)c1C#N	8	-6	-11	7	0	-3	4	0	0
N/C(=N\OC(=O)Cc1cccc2ccccc12)c1ccccn1	10	10	10	20	-1	-2	6	-2	-11
Nc1nnc(SCC(=O)Nc2ccc(Cl)c(C(=O)O)c2)s1	-1	0	4	3	0	-7	3	-2	4
O=C1/C(=C\c2ccco2)SC(=S)N1Cc1ccccc1	25*	10	17	1	-11	-6	-7	-1	-4
Cc1ccc(-c2nn(-c3cccc(F)c3)cc2CNCc2cccnc2)o1	1	-4	-1	-2	2	-1	4	-3	-2
Cc1oc(-c2ccccc2Cl)nc1CN1CCCC1c1ccc(F)cc1 (centres undefined)	6	4	8	-1	2	1	0	-1	3
Cc1ccc(NC(=O)c2ccc3nccnc3c2)c(C)c1	5	12	8	-7	1	1	5	2	1
CC(Oc1ccc([N+](=O)[O-])cc1)C(=O)NCC1CCCO1 (centres undefined)	0	-4	4	0	-3	3	4	0	6
Cc1cc(OCCCCOc2ccc(C#N)cc2)ccc1[N+](=O)[O-]	6	6	-2	1	3	19	12	0	-5
Cc1ccc(S(=O)(=O)N2CCC(C(=O)NCc3cccnc3)CC2)cc1	4	8	-8	6	-4	1	3	1	-7
Cc1cccc(CCN=C(N)NS(=O)(=O)c2ccccc2)c1	0	3	4	-10	2	-13	0	-4	7
Cc1nc(Nc2ccccc2Cl)sc1C(=O)Nc1ccccc1	0	0	0	5	3	-1	-1	-4	-6
CC(=N)C1=C(O)CC(c2ccccc2)CC1=O (centres undefined)	1	5	3	-2	-2	-4	4	0	5
CC(C)n1cc(NC(=O)c2cc(-c3ccccc3)on2)cn1	2	11	3	-1	5	8	5	1	8
CN1CCN(C(=O)c2ccc(-n3cccc3)cc2)CC1	-4	8	2	22	1	0	2	4	-7

Sorted by number of heavy atoms (highest first): some entries from above.
SMILES	pPAFAH FP inh	PAFAH1B3 FP inh	PAFAH2 FP inh	PREPL inhibitor	PAD4 inh	LYPLA2 inh	PAFAH1B2 FP inh	LYPLA1 inh	GSTO1 inh
O=C(NC1CCCCC1)C(c1ccc2ncccc2c1)N(Cc1ccccc1)C(=O)c1cccs1 (centres undefined)	-1	2	9	17	3	0	3	1	2
CCCOc1ccc(C2C(C(=O)c3ccc(C)o3)=C(O)C(=O)N2Cc2ccco2)cc1OCC (centres undefined)	3	-4	4	9	0	2	-6	6	4
C=CCn1c2ccccc2c2nnc(SCC(=O)OCN3C(=O)c4ccccc4C3=O)nc21	4	7	-2	10	-2	9	0	2	28
Cc1ccc(-c2nn(-c3cccc(F)c3)cc2CNCc2cccnc2)o1	1	-4	-1	-2	2	-1	4	-3	-2
CCOc1ccc(N(C(C)C(=O)N/N=C(\C)C(C)(C)C)S(C)(=O)=O)cc1 (centres undefined)	5	-5	0	-3	-4	1	2	3	3
Cc1cc(OCCCCOc2ccc(C#N)cc2)ccc1[N+](=O)[O-]	6	6	-2	1	3	19	12	0	-5
N/C(=N\OC(=O)Cc1cccc2ccccc12)c1ccccn1	10	10	10	20	-1	-2	6	-2	-11
Cc1cccc(CCN=C(N)NS(=O)(=O)c2ccccc2)c1	0	3	4	-10	2	-13	0	-4	7
CC(Oc1ccc([N+](=O)[O-])cc1)C(=O)NCC1CCCO1 (centres undefined)	0	-4	4	0	-3	3	4	0	6
CN1CCN(C(=O)c2ccc(-n3cccc3)cc2)CC1	-4	8	2	22	1	0	2	4	-7
CC(=N)C1=C(O)CC(c2ccccc2)CC1=O (centres undefined)	1	5	3	-2	-2	-4	4	0	5

Further compounds.
SMILES	pPAFAH FP inh	PAFAH1B3 FP inh	PAFAH2 FP inh	PREPL inhibitor	PAD4 inh	LYPLA2 inh	PAFAH1B2 FP inh	LYPLA1 inh	GSTO1 inh
C=CCNC(=O)c1c(CSc2ccccc2)noc1C(=O)NCc1ccccc1	3	-3	8	-4	3	2	3	-2	-1
O=C(Nc1ccccc1F)C(=O)Nc1cccc2ccccc12	7	12	8	2	3	3	6	4	8
CCc1noc(C)c1C(=O)NC1CCCc2c1cnn2-c1ccc(C(C)(C)C)cc1 (centres undefined)	3	-2	-4	2	-3	0	1	3	1
CCOC(=O)C(=O)N/N=C(/c1ccccc1)c1ccc(OC)cc1	5	-2	-7	4	3	8	4	0	-6
COc1ccc(C2/C=C\CN(S(=O)(=O)c3ccc(C)cc3)[C@H](Cc3ccccc3)C(=O)N2Cc2ccc(F)cc2)cc1 (some centres undefined)	-8	2	-11	-8	6	-11	10	-5	-4
CCCCN(C(=O)c1ccc(N2CCCC2=O)cc1)c1c(N)n(CCCC)c(=O)[nH]c1=O	-3	1	8	9	1	-2	-2	0	6
Cc1ccc(NC(=O)CNC(c2ccccc2)c2ccccc2)c(F)c1	-1	-10	5	-8	5	-3	2	-5	0
CCn1c(=O)n(CC)c2cc(N3CCCC3)c(NC(=O)c3ccccc3C)cc21	10	2	4	-10	1	-2	2	-3	-2
O=c1[nH]c(=O)n(-c2cc(Br)c(O)c(Br)c2)cc1Br	6	-2	2	-6	1	-1	2	-2	0
CCC(C)NC(=O)CSc1nc2c(sc3ccccc32)c(=O)n1CCCN1CCOCC1 (centres undefined)	2	10	-3	3	-6	6	6	0	-1
COc1ccc(C(=O)Nc2ccc(Oc3ncnc4sc(-c5ccccc5)cc34)cc2)cc1OC	-7	3	-8	6	2	-8	4	-3	8
CCOC(=O)/C(C#N)=C/c1c(Oc2cc(C)cc(C)c2)nc2ccccn2c1=O	3	-3	1	-4	5	-9	3	-2	5
O=C(Nc1ccc(F)cc1)C1C2CCC3C(CCC21)C3(Cl)Cl (centres undefined)	1	.	.	-8	-6	-14	.	-3	-6
CN1CCN(c2ccccc2NC(=O)c2ccc3c(c2)OCCO3)CC1	3	0	-6	-1	2	8	5	3	-3
COc1ccccc1CCNC(=O)CCn1nc(C)c2c(C)n(-c3ccccc3)nc2c1=O	6	8	2	-3	3	3	-3	-1	1
CN(Cc1ccccc1)c1nc(-c2ccc([N+](=O)[O-])cc2)nc2ccccc12	-2	2	-4	4	0	-1	-1	2	10
CC1CN(CC(=O)c2c(N)n(Cc3ccccc3)c(=O)n(C)c2=O)CC(C)O1 (centres undefined)	3	1	-6	-1	-3	0	-1	0	7
Nc1nonc1-n1nnc(C(=O)N/N=C/c2ccc(O)cc2)c1CN1CCCCCC1	3	5	7	8	-2	-2	4	-3	8
O=C(NCCCn1ccnc1)c1cc2ccccc2o1	2	9	1	2	3	4	0	2	-5

A portion of the library. The share of hits here may be higher or lower than overall.
